STAT3 inh = inhibitors of IL-6 induced STAT3 signaling. inhibition, % at 5.5 µM. 190,000 tested, 0.89% active. AID 862. U3A cells, IL-6 STAT3-luciferase reporter, luminescence; host cell line lacks STAT1;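 active = inhibition above the mean inhibition across all screened compounds plus 3 SD, cut at about 44% in these data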;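 note: 0% = DMSO only wells and 100% = 100 µM nifuroxazide control wells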
PPARg SRC2 recr = agonists of SRC-2 recruitment by human PPARgamma. 200,000 tested, 0.34% active. PPARgamma LBD-SRC-2 recruitment, biochemical. activation, % at 8 µM. AID 1032; in the data active = activation above about 22%;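 note: 0% = vehicle and 100% = reference agonist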
Target sequence (P37231 whole entry, looked up, the tested form may be a part): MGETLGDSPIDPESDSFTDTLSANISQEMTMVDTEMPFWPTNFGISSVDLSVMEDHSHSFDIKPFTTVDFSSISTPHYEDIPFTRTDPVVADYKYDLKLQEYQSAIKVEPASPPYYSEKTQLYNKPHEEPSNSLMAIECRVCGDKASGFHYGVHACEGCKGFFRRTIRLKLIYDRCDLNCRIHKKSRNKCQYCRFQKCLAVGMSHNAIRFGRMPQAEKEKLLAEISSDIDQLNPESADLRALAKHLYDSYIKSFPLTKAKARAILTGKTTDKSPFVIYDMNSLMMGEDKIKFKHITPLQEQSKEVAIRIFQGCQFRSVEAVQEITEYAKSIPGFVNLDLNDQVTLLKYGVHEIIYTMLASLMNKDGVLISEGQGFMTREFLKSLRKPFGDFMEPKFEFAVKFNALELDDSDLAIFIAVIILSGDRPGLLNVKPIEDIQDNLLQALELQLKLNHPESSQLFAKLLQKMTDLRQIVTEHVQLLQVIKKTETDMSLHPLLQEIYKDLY
bIAP act = intestinal alkaline phosphatase (bovine) activation; purified bovine IAP, CDP-star luminescence, 30 min; hits give high values; fold of DMSO-control signal, blank-subtracted; activation factor at 20 µM; 200,000 tested, 0.17% active; AID 1016;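 active = activation factor of 2 or more at 20 µM, a signal rise over negative controls twice the positive control's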
STAT3 act = activators of IL-6 induced STAT3 signaling; U3A cells, IL-6 STAT3-luciferase reporter, luminescence; 100% = signal with IL-6 EC80 alone; activation (% of control), % at 5.6 µM; 190,000 tested, 0.91% active;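 active = activation above the screen-wide mean of compound activation plus 3 SD, cut at about 130% in these data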;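 note: 0% = background luminescence of wells with medium and substrate only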
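Material: human U3A cells carrying STAT3-luciferase construct. Measured by: reporter luminescence signal. Timing: compound 1 h, then IL-6 6 h at 37 °C.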
PPARg SRC-3 ag = PPARgamma-driven SRC-3 recruitment agonism; AID 731; P37231; 200,000 tested, 0.26% active; biochemical PPARgamma/SRC-3 coactivator recruitment assay; activation, % at 8 µM; in the data active = activation above about 23%;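 note: 0% = DMSO and 100% = reference agonist; some compounds past the cut are filed as inactive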
bIAP inhibitor = blocks bovine intestinal alkaline phosphatase activity | purified bovine IAP, CDP-star luminescence, 30 min | inhibition, % at 20 µM | 190,000 tested, under 10 active | AID 1019;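 active = over 50% inhibition of intestinal alkaline phosphatase at 20 µM in the single-dose screen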
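System: purified bovine intestinal alkaline phosphatase (IAP) enzyme; Input: IAP diluted 1/65,000,000 in the well; Measured by: CDP-star luminescence signal; Compound dosing: 20 µM single dose; Incubation: 30 min reaction at room temperature.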
TNAP act hi DEA = increases human TNAP activity under high phosphate acceptor concentration; purified TNAP, CDP-star luminescence, 1 M DEA, 30 min; hits give high values; 0 = EDTA background, 1 = DMSO-only activity; activation factor at 20 µM; 200,000 tested, under 10 active; AID 1136;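 active = activation factor at least 2 at 20 µM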
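Assay system: human TNAP; Input: enzyme diluted 1/800 final; Reagent: CDP-star luminogenic substrate at 100 µM final; Timing: 30 min, room temperature; Signal: luminescence; Evaluation: TNAP activation factor scaled between EDTA and DMSO control wells.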
SRC2 TRFRET art = TR-FRET artefact, counter-screen to PPARgamma/SRC-2 agonist assay; AID 1049; 200,000 tested, 0.4% active; hits give high values; TR-FRET ratio at 8 µM; in the data active = TR-FRET ratio above about 2000; note: inactives centre near 1500
ROMK primary = human ROMK K+ channel modulation, primary screen. B-score at 10 µM. Tet-inducible ROMK, thallium flux fluorescence; actives lie on both sides. 130,000 tested, 2% active;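 active = signal ratio slope over the read window, or its plate-corrected B-score, at least 3 SD from the plate mean, either direction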;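 note: B-score of the F/F0 ratio slope over 7 to 12 s after thallium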
Target sequence (P48048 whole entry, looked up): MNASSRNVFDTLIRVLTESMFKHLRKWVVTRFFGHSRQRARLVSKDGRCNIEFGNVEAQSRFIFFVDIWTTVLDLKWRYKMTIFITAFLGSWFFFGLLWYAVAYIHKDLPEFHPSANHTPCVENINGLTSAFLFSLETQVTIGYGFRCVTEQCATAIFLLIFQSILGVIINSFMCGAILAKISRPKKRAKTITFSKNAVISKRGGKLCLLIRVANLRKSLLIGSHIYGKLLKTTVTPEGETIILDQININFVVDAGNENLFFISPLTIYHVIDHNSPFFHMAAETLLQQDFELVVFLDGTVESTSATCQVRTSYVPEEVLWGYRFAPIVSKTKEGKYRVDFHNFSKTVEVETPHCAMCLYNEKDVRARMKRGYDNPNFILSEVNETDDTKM
PPARg SRC-1 ag = agonists of human PPARgamma SRC-1 coactivator recruitment; P37231; PPARgamma-SRC-1 coactivator recruitment biochemical assay; activation, % at 8 µM; 200,000 tested, 0.41% active; in the data active = activation above about 19%;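 note: 0% = DMSO and 100% = reference agonist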
STAT1 inh = reduces IFN-gamma driven STAT1 reporter signal | NIH 3T3 STAT1-luciferase reporter, luminescence | inhibition, % at 5.5 µM | 200,000 tested, 0.35% active;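 active = inhibition above a set limit, the mean inhibition across all tested compounds plus 3 SD, cut at about 34% in these data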;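 note: 0% = IFN-gamma with DMSO and 100% = IFN-gamma with 300 µM nifuroxazide; values of inactives mirror those of a sister screen read the other way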
* hit, by the source's call; / = not tested or not shown; & = joins results of further samples.

Structure	STAT3 inh	PPARg SRC2 recr	bIAP act	STAT3 act	PPARg SRC-3 ag	bIAP inhibitor	TNAP act hi DEA	SRC2 TRFRET art	ROMK primary	PPARg SRC-1 ag	STAT1 inh
COc1cccc(CNC(=O)C2=C(C)C(=O)OC23CCC(C)CC3)c1 (stereo unspecified)	10	-3	1	99	3	3	0.9	1433	/	-4	9
O=C(CSc1nc2ccccc2s1)N1CCCCC1	-20	1	0.7	113	2	34	1	1449	-1.4	4	-25
CCN(CC)c1ccc(/C=N/NC(=O)CN2CCCc3ccccc32)cc1	-8	1	1.1	110	-2	-11	1.1	1545	-0.64	-5	-7
COc1ccccc1NC(=O)CN(C)S(=O)(=O)c1ccc(F)cc1	13	14	0.8	92	10	16	1.1	1687	-0.72	2	3
CC1CCN(C(=O)CCc2nnc(-c3ccccc3)o2)CC1	-7	-3	1	111	-8	4	1	1595	0.85	-2	-40
O=C(/C=C/c1cc([N+](=O)[O-])ccc1OC(F)F)Nc1cccc2ccccc12	18	1	0.9	82	4	11	1	1558	/	2	8
O=C(c1ccc(Cl)c(Cl)c1)N1CCC(=O)N(C(COCc2ccc(Cl)cc2)Cc2ccccc2)CC1 (stereo unspecified)	4	4	1.1	94	-1	-15	1	1459	-3.1	8	2
CCN(CC)c1c([N+](=O)[O-])c(=O)oc2ccccc12	-3	-4	1	104	4	-4	1.1	1612	-0.19	6	-4
O=C1C=C(NNC(=O)c2ccncc2)CC(c2ccccc2)C1 (stereo unspecified)	4	7	1.1	98	1	-15	1	1718	-1.1	8	-2
O=C(c1ccc(N2CCCC2)c([N+](=O)[O-])c1)N1CCN(c2ccccn2)CC1	4	-7	0.8	99	5	19	0.9	1646	-1.1	0	0
Cc1nc2nc(-c3ccccc3)[nH]n2c(=O)c1Cc1ccccc1	-8	4	0.7	109	-5	28	1	1461	/	-6	-7
Cc1cc(C(=O)CSc2nnnn2-c2ccc(O)cc2)c(C)n1C	4	0	1.2	97	4	-16	1	1636	-0.25	6	5

5 of the compounds above, with values under each structure:
Second line of a record – STAT3 inh, PPARg SRC2 recr, bIAP act, STAT3 act, PPARg SRC-3 ag, bIAP inhibitor, TNAP act hi DEA, SRC2 TRFRET art, ROMK primary, PPARg SRC-1 ag, STAT1 inh
O=C1C=C(NNC(=O)c2ccncc2)CC(c2ccccc2)C1 (stereo unspecified)
  4, 7, 1.1, 98, 1, -15, 1, 1718, -1.1, 8, -2
Cc1nc2nc(-c3ccccc3)[nH]n2c(=O)c1Cc1ccccc1
  -8, 4, 0.7, 109, -5, 28, 1, 1461, /, -6, -7
O=C(c1ccc(N2CCCC2)c([N+](=O)[O-])c1)N1CCN(c2ccccn2)CC1
  4, -7, 0.8, 99, 5, 19, 0.9, 1646, -1.1, 0, 0
CC1CCN(C(=O)CCc2nnc(-c3ccccc3)o2)CC1
  -7, -3, 1, 111, -8, 4, 1, 1595, 0.85, -2, -40
O=C(c1ccc(Cl)c(Cl)c1)N1CCC(=O)N(C(COCc2ccc(Cl)cc2)Cc2ccccc2)CC1 (stereo unspecified)
  4, 4, 1.1, 94, -1, -15, 1, 1459, -3.1, 8, 2

(more compounds)
Structure	STAT3 inh	PPARg SRC2 recr	bIAP act	STAT3 act	PPARg SRC-3 ag	bIAP inhibitor	TNAP act hi DEA	SRC2 TRFRET art	ROMK primary	PPARg SRC-1 ag	STAT1 inh
O=C(NC(Cc1ccccc1)C(=O)O)/C(=C/c1ccccc1)NC(=O)c1cccc(Br)c1 (stereo unspecified)	10	4	1	99	6	4	1	1489	0.35	8	6
Cc1sc2ncnc(N3CCOCC3)c2c1C	-5	-6	0.9	102	-8	7	1	1424	0.045	-5	6
O=C(CCN1C(=O)/C(=C/C=C/c2ccccc2)SC1=S)Nc1ccccn1	5	12	0.9	97	0	8	0.8	1620	-0.022	14	1
COc1ccc(C2CC(c3cccs3)=NN2C(=O)COC(=O)c2cncc(Br)c2)cc1OC (stereo unspecified)	5	2	1.1	103	3	-13	1	1406	-1.3	11	8
CN(C)S(=O)(=O)c1ccc(Cl)c(NC(=O)COC(=O)CN2C(=O)C3CCCCC3C2=O)c1 (stereo unspecified)	4	-1	1	98	3	0	1	1637	-0.035	5	8
COc1cccc(CC(=O)N[C@@H](CCSC)c2nc3ccccc3[nH]2)c1	-8	0	1.3	110	-2	-29	1	1375	-0.84	-8	3
O=C(c1cnc2c(c1)COc1ccc(Cl)cc1-2)c1ccccc1O	12	7	0.9	92	0	8	1	1622	/	3	-5
O=C(N/N=C\c1ccc(Cl)cc1)c1sccc1-n1cccc1	5	5	1.1	97	4	-6	1	1400	/	5	-15
O=C(O)COCc1nc2ccccc2[nH]1	8	1	1	102	-7	0	1.1	1570	/	4	-6
CCCC(O)(CCN(C)C)c1ccc(OC)cc1 (stereo unspecified)	3	10	1	98	1	0	1	1865	0.071	1	5
Cc1ccccc1CSCCNC(=O)CN(c1ccc2c(c1)OCO2)S(C)(=O)=O	-2	8	1	105	-10	4	1	1626	-0.95	1	2
COc1cccc2cc3c(=O)n(-c4ccccc4)nc-3oc12	-45	9	0.9	141*	4	14	1	1743	/	5	3
COc1cc(C(=O)N(Cc2ccc(F)cc2)C2CCS(=O)(=O)C2)cc(OC)c1OC (stereo unspecified)	10	17	0.9	94	-3	12	1.1	1692	/	9	0
O=C1NC(=O)C(c2ccccc2)(c2ccccc2)N1	12&3&3	9&5&3	1.1&1&0.9	91&98&99	4&1&1	-10&0&12	1&1&1	1502&1568&1532	/	14&5&2	5&8&-2
COc1ccccc1CN1CC(C(=O)NCC2CCCO2)CC1=O (stereo unspecified)	7	-1	1	97	-14	0	1	1336	/	5	5
Cc1ccc(OCCSc2ncnc3nc[nH]c23)cc1	18	3	1.2	89	0	-19	1	1592	0.088	0	-6
CC(C)OC(=O)CCC/C=C\C[C@@H]1[C@@H](CC[C@@H](O)CCc2ccccc2)[C@H](O)C[C@@H]1O	/	0	1.1	/	-2	-9	1	1708	/	5	/
O=c1c2ccccc2c(C=NCCO)c(O)n1-c1ccccc1	9	13	1	96	3	2	1	1656	-0.0057	6	-1
COc1ccc(C2(C(=O)NC(C)C)CCCC2)cc1OC	0	11	1.2	104	-1	-16	1	1697	/	5	15
NC(=S)N/N=C/c1ccccc1OCCSc1ccc(Cl)cc1	2	2	1	100	-5	2	1	1537	-0.081	-1	-18
O=C(N/N=C/c1cccs1)C1COc2ccccc2O1 (stereo unspecified)	12	6	0.6	91	11	38	1.1	1534	/	3	-6
COc1ccc(N2C(=O)C(F)(F)C2c2ccc(C)cc2)cc1OC (stereo unspecified)	11	9	0.9	95	3	8	1	1585	-0.025	-1	6
O=C(O)CN1C(=O)/C(=C/c2ccc(SCc3ccccc3)o2)SC1=S	-6	-2	0.9	108	-2	10	0.8	1605	/	-4	3
COc1ccc(NC(=S)N(CCCN2CCOCC2)C(C)c2cc3cccc(OC)c3o2)cc1 (stereo unspecified)	-3	-3	1	104	5	2	1	1377	/	2	-6
CCOC(=O)c1c(NC(=O)CSc2nc3c(c(=O)n(C)c(=O)n3C)n2C(C)C)sc(C)c1C	7	5	1	98	-9	2	1	1539	/	2	9
CCC1CCc2c(sc(NC(=O)c3ccco3)c2C(N)=O)C1 (stereo unspecified)	-8	0	1	108	-16	4	1	1560	1	4	-40
COc1ccc(CCCC(=O)N/N=C/c2cccc(OC)c2O)cc1C	-3	-3	0.9	102	3	6	1	1655	/	-3	-6
Cc1c(NS(=O)(=O)c2ccc(N(C)C3CCCCC3)c([N+](=O)[O-])c2)c(=O)n(-c2ccccc2)n1C	6	9	0.9	94	0	5	0.9	1778	/	-2	14
CCCC(C)C(=O)Nc1ccc(C(N)=O)cc1 (stereo unspecified)	-2	-12	0.9	104	-1	8	1.1	1472	/	-3	-8
Cc1cccc(-n2c(C)cc(/C=N/O)c2C)c1	-4	-4	0.8	103	2	19	1	1567	/	6	-7
Cc1ccccc1SCC(=O)NC1CCOC1=O (stereo unspecified)	7	8	1	98	-6	1	1	1595	/	9	3
O=C(CN1CCN(Cc2ccccc2)CC1)Nc1cccc(S(=O)(=O)N2CCCCCC2)c1	11	-4	1.1	95	-1	-6	1	1345	0.5	-12	-1
C=CCNC(=S)Nc1sc2c(c1C(=O)OCC)CCN(C(=O)OCC)C2	10	2	1	94	11	-5	1	1589	0.99	3	-2
O=C1CC(=O)C(n2cncn2)C(c2ccc(Cl)cc2Cl)C1 (stereo unspecified)	17	7	1	90	6	2	1	1779	/	-2	12
C=CCn1cc(C(=O)OC)c(=O)c2cc(S(=O)(=O)N3CCCCCC3)ccc21	1	2	1.1	101	-6	-10	1	1453	0.47	1	-4
CCO[C@H]1OC(C(=O)NC2CC2)=C[C@@H](C)[C@@H]1CCCO	/	2	0.9	/	3	6	1.1	1477	/	4	2
C[C@H](NC(=O)OC(C)(C)C)c1nnc(SCC(=O)Nc2ccc(Br)cc2)o1	9	10	1	97	-1	2	1.1	1618	/	2	5

Compound activity as filed in PubChem BioAssay.
